# Compound activity (PubChem)
# mIDH1 inhibitor: inhibitors of human mutant IDH1 R132H | IDH1-R132H enzyme, NADPH consumption, diaphorase/resazurin fluorescence | Potency, µM (series often up to 76.6 µM), without a hit: at the highest dose activity change, negative = inhibition, usual class: inhibitors | 390,000 tested, 0.093% active; also: potency is read from the fitted curve at half-maximal effect; % is scaled to controls: 0 for no effect and ±100 for the full control effect; nearly all actives have a fitted effect of over 65% in size
#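 IDH1-R132H (0.5 ug/mL dispensed) in pH 7.5 Tris buffer was preincubated 30 min with compound, then given a substrate mix of 0.016 mM NADPH and 2 mM alpha-KG for 80 min at room temperature; remaining NADPH was read by diaphorase/resazurin fluorescence.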
# LDHA inh: LDHA (human) enzyme inhibition; activity change, % (values are at about 110 or 230 µM); purified LDHA, NADH/diaphorase-resazurin fluorescence; stronger effect = lower value; 480,000 tested, 0.15% active; P00338; in the data active = activity change below about -30%; inconclusive = mostly about -25% to -30%;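 also: plate controls were DMSO wells for no effect and wells without enzyme for full effect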
#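 Enzyme activity of human lactate dehydrogenase 5 (2 nM; 0.06 mM NADH, 0.2 mM pyruvate, 5 min, RT) is measured via a resazurin/diaphorase fluorescence readout of residual NADH.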
# Vif-A3F inh: inhibitors of Vif-A3F interaction | HeLa A3F-eYFP + Vif (tagged APOBEC3F with the HIV-1 protein that degrades it), YFP fluorescence increase | Potency, µM (titrated, usually from 46.1 µM), for the others: at the top dose activity, negative = active | 390,000 tested, 0.2% active; also: potency is read from the fitted curve at half-maximal effect; % of control where 0% means no effect; nearly all actives have a fitted effect of over 65% in size
#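 HeLa cells stably expressing A3F-eYFP plus Vif, plated and incubated overnight at 37 deg C, then exposed to compounds overnight at 37 deg C. Blocked degradation read as raised yellow fluorescence (Ex 488/Em 500-530).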
# Vif-APOBEC3G blk: blocks the Vif interaction with human APOBEC3G; Q9HC16; HeLa A3G-eYFP + Vif (tagged APOBEC3G with the HIV-1 protein that degrades it), YFP fluorescence, overnight; Potency, µM (top dose mostly 46.1 µM), without a hit: top-dose activity, negative = active, hits mostly inhibitors; 410,000 tested, 0.076% active; AID 602310;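 also: potency is read from the fitted curve at half-maximal effect; % is scaled to controls: 0 for no effect and ±100 for the full control effect; nearly all actives have a fitted effect of over 60% in size; hits raise eYFP signal because A3G escapes Vif-driven loss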
#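 Read-out is eYFP fluorescence (Ex 488/Em 500-530) from Vif-expressing HeLa A3G-eYFP cells; more signal means A3G escaped Vif-mediated degradation. Cells plated overnight, compound pinned in, incubated overnight at 37 deg C.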
# TrxR1 substrate: substrates of rat thioredoxin reductase 1 | O89049 | purified TrxR1 substrate turnover, NADPH consumption readout | Potency, µM (titrated, usually from 114 µM), inactives show at the highest dose activity change, negative = substrate turnover | 390,000 tested, 0.01% active; also: potency is read from the fitted curve at half-maximal effect; % is scaled to controls: 0 for no effect and ±100 for the full control effect; nearly all actives have a fitted effect of over 50% in size
#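 Rat TrxR1, dispensed at 90 nM, was prereduced with 400 uM NADPH (final) for 5 min at ~22 deg C, then incubated with compound 15 min before 400 uM selenite. A first-read NADPH fluorescence drop versus no-compound background flagged substrates.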
# RGS4 inhibitor: blocks human RGS4-accelerated GTP hydrolysis | AID 504845 | Transcreener GDP fluorescence polarization, RGS4-accelerated GTP hydrolysis | Potency, µM (doses to about 114 µM), for inactives: top-dose activity change, negative = inhibition, most hits filed as inhibitors | 390,000 tested, 0.039% active | P49798; also: potency is read from the fitted curve at half-maximal effect; % is scaled to controls: 0 for no effect and ±100 for the full control effect; nearly all actives have a fitted effect of over 75% in size; some results filed as inactive show a strong effect at the top dose
# Target sequence (P49798 whole entry, looked up): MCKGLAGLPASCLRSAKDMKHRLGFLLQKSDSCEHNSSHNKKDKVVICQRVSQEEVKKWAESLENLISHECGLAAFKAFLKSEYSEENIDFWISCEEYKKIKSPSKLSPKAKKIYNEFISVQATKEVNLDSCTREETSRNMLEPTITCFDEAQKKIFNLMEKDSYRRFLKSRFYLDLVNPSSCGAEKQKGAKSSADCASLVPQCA
#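 MLSMR compounds (23 nl, pin-transferred) preincubated 10 min at room temperature with a 500nM (2x) first reagent, then RGS4 at 900nM (2x) plus Transcreener GDP mix added; fluorescence polarization (620/688 nm) read before and after 90 min at 30 °C.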
# rTrxR1 inhibitor: inhibitors of rat thioredoxin reductase 1; recombinant rTrxR1, NADPH fluorescence consumption, selenite substrate; O89049; Potency, µM (highest dose often 114 µM), for the others: at the highest dose activity change, negative = inhibition, actives largely listed as inhibitors; 390,000 tested, 1% active; also: potency is read from the fitted curve at half-maximal effect; % is scaled to controls: 0 for no effect and ±100 for the full control effect; nearly all actives have a fitted effect of over 65% in size
#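 Rat TrxR1 (90 nM in the dispensed reagent) was pre-reduced with 400 uM NADPH for 5 min at room temperature, then incubated with compound for 15 min. After 400 uM selenite was added, NADPH fluorescence (Ex 340/Em 450 nm) was followed for 8 min.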
# USP1-UAF1 inh: USP1/UAF1 (human) deubiquitinase inhibition; O94782; recombinant USP1/UAF1, Ub-Rhodamine cleavage fluorescence; Potency, µM (highest dose often 57.1 µM), inactives show at the highest dose activity change, negative = inhibition, hits mostly inhibitors; 390,000 tested, 0.23% active; AID 743255; also: potency is read from the fitted curve at half-maximal effect; % is scaled to controls: 0 for no effect and ±100 for the full control effect; nearly all actives have a fitted effect of over 60% in size; inactives centre near -12
# Target sequence (O94782 whole entry, looked up): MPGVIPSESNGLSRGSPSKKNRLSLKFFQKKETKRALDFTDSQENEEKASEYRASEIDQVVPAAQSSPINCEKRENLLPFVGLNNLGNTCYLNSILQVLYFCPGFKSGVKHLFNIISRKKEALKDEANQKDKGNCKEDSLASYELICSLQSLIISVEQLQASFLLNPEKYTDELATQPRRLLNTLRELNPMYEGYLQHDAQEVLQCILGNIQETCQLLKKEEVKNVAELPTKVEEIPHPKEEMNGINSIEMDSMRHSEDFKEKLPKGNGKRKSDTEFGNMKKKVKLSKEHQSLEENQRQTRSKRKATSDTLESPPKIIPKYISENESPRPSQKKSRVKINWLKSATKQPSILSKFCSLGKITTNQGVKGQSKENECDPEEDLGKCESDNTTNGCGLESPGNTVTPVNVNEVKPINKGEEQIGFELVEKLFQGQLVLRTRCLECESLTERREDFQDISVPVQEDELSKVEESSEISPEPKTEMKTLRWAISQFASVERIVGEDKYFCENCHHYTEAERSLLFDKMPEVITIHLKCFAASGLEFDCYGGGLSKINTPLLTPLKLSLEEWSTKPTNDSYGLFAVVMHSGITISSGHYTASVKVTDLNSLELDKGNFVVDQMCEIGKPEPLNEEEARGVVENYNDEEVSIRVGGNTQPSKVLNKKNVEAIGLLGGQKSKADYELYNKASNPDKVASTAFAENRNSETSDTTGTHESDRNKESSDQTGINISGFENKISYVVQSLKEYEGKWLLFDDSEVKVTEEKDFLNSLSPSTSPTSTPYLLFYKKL
#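 1 nM enzyme complex + cpd, 15 min RT; start with Ub-Rho 150nM final; kinetic fluorescence ex 480/em 540, 6 reads q60 s. Buffer 50mM HEPES pH 7.8, 0.5mM EDTA, 0.1 mg/ml BSA, 1mM TCEP, 0.01% Tween-20.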
# Glioma ERSR ind: inducers of ER stress response in human glioma cells. 420,000 tested, 0.02% active. U87-MG GRP78 promoter luciferase reporter, 16 h. AID 602332. Potency, µM, for the others: top-dose activation, hits mostly activators; also: potency is read from the fitted curve at half-maximal effect; series mostly up to about 76 µM; % of control where 0% means no effect; nearly all actives have a fitted effect of over 35% in size
#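 Stably transfected U87-MG human glioma cells carrying a GRP78-based luminescent sensor were seeded at 1000 cells/well, pin-dosed with compounds and incubated 16 h. Luciferase reagent was then added, and end-point luminescence was read after 10 min at room temperature.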
# * marks the source's active call; other numbers are inactive results; ? = inconclusive; [ ] = remark or other dose. Unless noted, calls follow the shape of the dose curve; as a rule, active = well fitted curve in the direction sought with a large enough effect; inconclusive = small, poorly fitted or top-dose-only effect, or another doubt; inactive = no such curve, though single readings can be large; an effect the other way counts as inactive or inconclusive. Only part of the results is shown; count on the stated rates, not on these rows.
SMILES,mIDH1 inhibitor,LDHA inh,Vif-A3F inh,Vif-APOBEC3G blk,TrxR1 substrate,RGS4 inhibitor,rTrxR1 inhibitor,USP1-UAF1 inh,Glioma ERSR ind
CCn1c(=O)cc(N2CCN(Cc3ccccc3)CC2)[nH]c1=O,-6%,1,-5%,2%,8%[57.1 µM],-26%,?,-26%,-1%
C/C(=N\NC(=S)NCCc1ccccc1)c1cccs1,1%,-1,2%,-6%,-16%,-18%,-26%,-15%,0%
COc1cccc(CN(C)C(=O)CNC(=O)c2cccs2)c1OC,-2%,-2,6%,-2%,2%,-4%,8%,-14%,-2%
CCCN1CCc2c(sc(NC(=O)Cc3ccc(F)cc3)c2C(N)=O)C1,-4%,-6,2%,0%,3%,21%,21%,-15%,-7%
CCN(CC(=O)Nc1ccccc1OC)C(=O)CSCC(=O)Nc1ccc(OC)cc1,1%,-5,1%,1%,2%,-9%,5%,-9%,-4%
COc1ccc(/C(C)=N/NC(=O)c2cc(C)[nH]n2)c(OC)c1,-3%,-3,-8%,1%,-6%,20%,1%,-10%,-2%
Cc1ccc(COC(=O)c2ccc3ccccc3n2)cc1,-1%,0,-17%,-3%,3%,10%,11%,-22%,-1%
Nc1nnc(SCn2nnc3ccccc3c2=O)s1,-4%,-6,-1%,2%,0%,13%,6%,-3%,-6%
O=C(NCc1nc2cccnc2n1Cc1ccc(F)cc1)c1ccccc1C(F)(F)F,1%,-6,-2%,5%,1%[57.1 µM],18%,13%[57.1 µM],-1%,-3%
O=C(CSc1nc2ccsc2c(=O)n1CC1CCC(C(=O)O)CC1)NCCc1ccc(Cl)cc1 (stereo unspecified),-10%,-1,7%,-5%,7%[57.1 µM],3%[56.9 µM],23%[57.1 µM],-28%,-4%
Cc1nn(C)c2c1c(-c1ccccc1)cc(=O)n2C(C)C(=O)NCCc1ccc(Cl)cc1 (stereo unspecified),-7%,0,-4%,-2%,0%[57.1 µM],-2%,14%[57.1 µM],?,-5%
CCCCn1c(-c2csc3c2CCC(C)C3)n[nH]c1=S (stereo unspecified),3%,4,-16%,-1%,-12%,?,-20%,-4%,-5%

# Part of the list above in order of formula weight, smallest number first:
SMILES,mIDH1 inhibitor,LDHA inh,Vif-A3F inh,Vif-APOBEC3G blk,TrxR1 substrate,RGS4 inhibitor,rTrxR1 inhibitor,USP1-UAF1 inh,Glioma ERSR ind
CCn1c(=O)cc(N2CCN(Cc3ccccc3)CC2)[nH]c1=O,-6%,1,-5%,2%,8%[57.1 µM],-26%,?,-26%,-1%
CCCN1CCc2c(sc(NC(=O)Cc3ccc(F)cc3)c2C(N)=O)C1,-4%,-6,2%,0%,3%,21%,21%,-15%,-7%
O=C(NCc1nc2cccnc2n1Cc1ccc(F)cc1)c1ccccc1C(F)(F)F,1%,-6,-2%,5%,1%[57.1 µM],18%,13%[57.1 µM],-1%,-3%

# A second format for 2 compounds above:
mol | mIDH1 inhibitor | LDHA inh | Vif-A3F inh | Vif-APOBEC3G blk | TrxR1 substrate | RGS4 inhibitor | rTrxR1 inhibitor | USP1-UAF1 inh | Glioma ERSR ind
COc1ccc(/C(C)=N/NC(=O)c2cc(C)[nH]n2)c(OC)c1 | -3% | -3 | -8% | 1% | -6% | 20% | 1% | -10% | -2%
Cc1ccc(COC(=O)c2ccc3ccccc3n2)cc1 | -1% | 0 | -17% | -3% | 3% | 10% | 11% | -22% | -1%

# Further entries follow.
SMILES,mIDH1 inhibitor,LDHA inh,Vif-A3F inh,Vif-APOBEC3G blk,TrxR1 substrate,RGS4 inhibitor,rTrxR1 inhibitor,USP1-UAF1 inh,Glioma ERSR ind
O=C(NN=C1CCCCC1)Nc1ccccc1Cl,-4%,2,0%,-7%,-4%[57.1 µM],-25%,24%[57.1 µM],-28%,-1%
COCCNC(=O)c1[nH]c2cc(C)ccc2c1Sc1ccc(Cl)cc1,-15%,-5,-1%,-3%,7%,5%,13%,-24%,-3%
COc1ccccc1CNC(=O)COC(=O)Cn1cnc2ccccc21,1%,-5,-2%,0%,1%,13%,33%,2%,0%
Cc1ccc2nc(N(CCCN(C)C)C(=O)c3ccc(S(=O)(=O)N4CCOCC4)cc3)sc2c1,-3%,-4,-12%,2%,5%,10%,16%,-9%,-2%
Clc1ccc(CSc2ccc(-c3ccccn3)nn2)cc1,5%,2,2%,-1%,3%,-1%,14%,-25%,3%
CNCc1c(C)nn(-c2ccccc2)c1C,9%,0,-8%,-1%,-2%[57.1 µM],-11%,12%[57.1 µM],0%,-5%
Cc1ccsc1C(=O)OCC(=O)c1ccc[nH]1,1%,-6,-9%,1%,-6%,-32%,2%,-5%,5%
CCC1(CC)Cc2ccccc2C(C2=C(O)CC(C)(C)CC2=O)=N1,2%,-3,-1%,1%,-14%,-52%,-27%,-13%,-3%
CC(=O)N1c2ccccc2C(C)(c2ccc(C)cc2)CC1(C)C (stereo unspecified),6%,-2,-5%,4%,2%,-20%,5%,-22%,0%
CCn1nnnc1-c1ccc(OC)c(S(=O)(=O)Nc2ccc(OC)cc2)c1,7%,4,-5%,0%,-8%,-7%,13%,-10%,-3%
N=c1c(S(=O)(=O)c2ccc(Br)cc2)cc2c(=O)n3ccccc3nc2n1Cc1ccco1,2%,-2,-3%,1%,-6%,9%,24%,-14%,0%
CC(=O)c1ccc(NC(=O)N2CCCC(C(=O)c3ccc4c(c3)OCO4)C2)cc1 (stereo unspecified),-5%,1,-12%,1%,-15%,36%,-23%,3%,6%
CCOc1cc(CNC(=O)CN2CCSc3ccccc32)cc(OCC)c1OCC,3%,2,4%,-3%,-2%[57.1 µM],-15%,5%[57.1 µM],-36%,-2%
N#Cc1cn(-c2ccccc2)nc1C(=O)c1ccccc1,5%,-5,-2%,?,2%,-24%,3%,-15%,-4%
CN(C(=O)c1ccc(N2CCCCC2)c([N+](=O)[O-])c1)C1(C)CCS(=O)(=O)C1 (stereo unspecified),-4%,-2,-1%,3%,-1%,28%,8%,-5%,2%
Cc1cc(=S)nc(-c2ccccn2)[nH]1,-1%,-4,3%,2%,-3%[57.1 µM],-35%,?,-12%,4%
O=C(CCCC(=O)OCC(=O)NC1CCCC1)Nc1ccccn1,-3%,0,-10%,-4%,2%,13%,27%,-5%,-4%
Cc1cc(SCc2cc(=O)[nH]c3ccccc23)nc2ccccc12,13%,-5,1%,-8%,-5%,1%,0%,0%,-6%
O=C(NNC1=Nc2ccccc2SC1)c1ccc(F)cc1,22%,-7,-11%,0%,9%[57.1 µM],8%,-12%[57.1 µM],1%,1%
Cc1cc(N2CCN(C(c3ccccc3)c3ccc(Cl)cc3)CC2)n2ncnc2n1 (stereo unspecified),-16%,-1,-5%,2%,-4%,-20%,-4%,-27%,-3%
COc1ccc(OC)c2[nH]c(=O)c(CCNC(=O)c3ccc(S(=O)(=O)N4CCCC4)cc3)cc12,-5%,14,-7%,0%,0%,5%,8%,-8%,-3%
COc1cc(OC)c(C(=O)/C=C/c2ccccc2)c(O)c1O,16%,-10,-5%,?,-10%,-29%,?,-21%,4%
O=C(Oc1ccc(/C=N/Nc2nc(N3CCCCC3)nc(N3CCCCC3)n2)cc1)c1ccco1,-4%,-9,-2%,-4%,-4%,2%,7%,-12%,-3%
Cc1c(Nc2scc(-c3ccccc3)[n+]2-c2ccccc2)c(=O)n(-c2ccccc2)n1C,-9%,-6,5%,-2%,4%[57.1 µM],-36%,29%[57.1 µM],-22%,3%
COc1ccc(S(=O)(=O)N(C)C2(C)CCS(=O)(=O)C2)cc1OC (stereo unspecified),-7%,-5,-3%,4%,-5%[57.1 µM],-2%,-5%[57.1 µM],-7%,-3%
COc1ccc(CCN(C)C(=O)Cc2ccc(-c3ccccc3)cc2)cc1OC,-9%,-10,0%,-1%,-9%,36%,-23%,-9%,2%
COc1ccccc1N(CC(O)CN(c1ccccc1)S(C)(=O)=O)S(=O)(=O)c1ccccc1 (stereo unspecified),2%,-2,1%,-1%,-8%,11%[11.4 µM],3%[57.1 µM],-4%,-2%
Cc1ccc(C(C)C)c(OCC(=O)Nc2sc3c(c2C#N)CC(C)(C)NC3(C)C)c1,0%,-1,-29%,0%,5%,-28%,15%,-15%,-2%
O=C(C1CC(=O)N(c2ccccc2)C1)N1CCN(c2ccc(F)cc2)CC1 (stereo unspecified),7%,-1,2%,0%,-5%,-26%,-2%,-14%,-5%
COc1ccc(CCN2C(=O)C3C4CC(C5C(C(=O)N/N=C\c6ccc(Cl)cc6)=NOC45)C3C2=O)cc1OC (stereo unspecified),3%,-4,2%,0%,-1%[57.1 µM],-17%,5%[57.1 µM],-10%,-8%

# Among those listed so far, these have a cyano group:
SMILES,mIDH1 inhibitor,LDHA inh,Vif-A3F inh,Vif-APOBEC3G blk,TrxR1 substrate,RGS4 inhibitor,rTrxR1 inhibitor,USP1-UAF1 inh,Glioma ERSR ind
N#Cc1cn(-c2ccccc2)nc1C(=O)c1ccccc1,5%,-5,-2%,?,2%,-24%,3%,-15%,-4%
Cc1ccc(C(C)C)c(OCC(=O)Nc2sc3c(c2C#N)CC(C)(C)NC3(C)C)c1,0%,-1,-29%,0%,5%,-28%,15%,-15%,-2%
